Bioassay records deposited in PubChem BioAssay by National Center for Advancing Translational Sciences (NCATS).
JMJD2A Tudor – blocks the human JMJD2A Tudor domain | hit rate 4.4% among 390,000 | AlphaScreen JMJD2A-Tudor / H3K4me3 peptide binding | Potency, µM (series often up to 114 µM), without a hit: at the highest dose activity change, negative = inhibition, usual class: inhibitors | AID 504339; note: % is set by controls: 0 for no effect and ±100 for the full control effect; nearly all actives have a fitted effect of over 50% in size
APEX1 inh – inhibitors of human APE1 endonuclease. P27695. recombinant APE1, TAMRA/BHQ-2 abasic DNA cleavage fluorescence. Potency, µM (series often up to 65.8 µM), inactives show at the highest dose activity change, negative = inhibition, actives largely listed as inhibitors. hit rate 0.35% among 350,000. AID 2517;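 note: plate controls were vehicle for no effect and reference inhibitor for full effect; nearly all actives have a fitted effect of over 55% in size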
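Measures dequenching upon AP-site incision of a 5'-TAMRA/3'-BHQ-2 THF-containing duplex, 50 nM; human APE1 0.75 nM after 15 min room-temperature exposure to compound; kinetic three-point read at one-minute spacing.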
Pol eta inh – DNA polymerase eta (human) inhibition | Potency, µM (series often up to 114 µM), for inactives: at the top dose activity change, negative = inhibition, hits mostly inhibitors | AID 588591 | hit rate 1.2% among 390,000 | recombinant Pol eta, fluorescent DNA replication assay; note: % is set by controls: 0 for no effect and ±100 for the full control effect
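Pol eta (10 nM) was preincubated with compounds for 15 min at room temperature, after which fluorescent replication substrate (50 nM final) was added to start the reaction. Fluorescence was read kinetically at 0 and 10 min.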
BLM inh – Bloom syndrome helicase (human) inhibition. P54132. recombinant BLM DNA unwinding, fluorescence dequenching. Potency, µM (top dose mostly 56.1 µM), for inactives: at the top dose activity change, negative = inhibition, actives largely listed as inhibitors. hit rate 0.2% among 350,000. AID 2528;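 note: plate controls were vehicle for no effect and no enzyme for full effect; nearly all actives have a fitted effect of over 35% in size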
Target sequence (P54132 whole entry, looked up): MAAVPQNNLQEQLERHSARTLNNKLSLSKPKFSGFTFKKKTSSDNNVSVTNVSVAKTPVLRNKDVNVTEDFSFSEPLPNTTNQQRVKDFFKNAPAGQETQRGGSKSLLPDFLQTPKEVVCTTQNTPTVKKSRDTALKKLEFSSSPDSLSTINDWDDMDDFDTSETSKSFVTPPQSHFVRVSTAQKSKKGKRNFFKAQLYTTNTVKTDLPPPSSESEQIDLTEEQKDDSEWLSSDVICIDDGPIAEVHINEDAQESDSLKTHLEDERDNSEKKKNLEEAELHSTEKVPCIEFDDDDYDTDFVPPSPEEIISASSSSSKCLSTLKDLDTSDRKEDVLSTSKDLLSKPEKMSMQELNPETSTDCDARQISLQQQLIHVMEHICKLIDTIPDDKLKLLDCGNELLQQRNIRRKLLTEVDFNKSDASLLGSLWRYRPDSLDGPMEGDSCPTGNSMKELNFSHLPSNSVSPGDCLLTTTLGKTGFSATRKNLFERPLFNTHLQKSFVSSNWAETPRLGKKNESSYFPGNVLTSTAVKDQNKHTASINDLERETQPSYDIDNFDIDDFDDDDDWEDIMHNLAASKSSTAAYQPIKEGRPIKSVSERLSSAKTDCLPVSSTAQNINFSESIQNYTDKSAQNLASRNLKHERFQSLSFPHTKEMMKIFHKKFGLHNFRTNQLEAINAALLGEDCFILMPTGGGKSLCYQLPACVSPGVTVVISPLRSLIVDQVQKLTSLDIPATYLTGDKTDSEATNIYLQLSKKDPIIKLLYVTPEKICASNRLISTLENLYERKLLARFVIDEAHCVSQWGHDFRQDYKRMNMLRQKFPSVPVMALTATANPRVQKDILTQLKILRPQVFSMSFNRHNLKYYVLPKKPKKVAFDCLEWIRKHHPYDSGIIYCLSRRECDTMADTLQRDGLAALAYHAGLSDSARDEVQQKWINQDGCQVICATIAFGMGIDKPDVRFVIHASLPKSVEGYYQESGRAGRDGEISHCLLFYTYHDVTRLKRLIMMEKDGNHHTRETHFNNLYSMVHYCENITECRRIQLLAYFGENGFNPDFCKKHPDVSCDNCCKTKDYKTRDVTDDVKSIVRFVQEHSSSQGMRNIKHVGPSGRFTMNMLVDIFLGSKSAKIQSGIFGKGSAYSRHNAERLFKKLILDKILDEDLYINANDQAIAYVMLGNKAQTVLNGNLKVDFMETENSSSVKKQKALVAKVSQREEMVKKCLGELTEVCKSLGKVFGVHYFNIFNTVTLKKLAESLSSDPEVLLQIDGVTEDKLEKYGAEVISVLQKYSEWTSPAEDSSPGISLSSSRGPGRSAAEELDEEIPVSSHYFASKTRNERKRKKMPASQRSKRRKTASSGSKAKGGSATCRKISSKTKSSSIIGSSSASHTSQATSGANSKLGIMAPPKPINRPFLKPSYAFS
Pol iota inh – DNA polymerase iota (human) inhibition. Pol iota fluorescent replication assay, 10 min. Q9UNA4. hit rate 1% among 390,000. Potency, µM (highest dose often 115 µM), without a hit: at the top dose activity, negative = inhibition, usual class: inhibitors
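Pol iota at 10 nM preincubated 15 min with compounds at room temperature; reaction started with fluorescent substrate, 50 nM final. Fluorescence read kinetically at 0 and 10 min; buffer-only wells as negative control.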
G9a inh – G9a (human) methyltransferase inhibition; Potency, µM (series often up to 102 µM), without a hit: top-dose activity, negative = inhibition, actives largely listed as inhibitors; hit rate 8.8% among 350,000; Q96KQ7; AID 504332; G9a H3K9 monomethylation, AlphaScreen, 2 h; note: % is set by controls: 0 for no effect and ±100 for the full control effect; nearly all actives have a fitted effect of over 75% in size
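G9a (20 nM) was preincubated 15 min with compound, then reacted 2 h at room temperature with 500 nM biotin-H3K9 peptide and 20 µM SAM. Monomethyl-H3K9 detected by AlphaScreen using anti-H3K9me1 antibody.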
BAZ2B inh – BAZ2B (human) inhibition; Q9UIF8; AlphaScreen BAZ2B-H3K14Ac peptide displacement; Potency, µM (top dose mostly 114 µM), without a hit: top-dose activity change, negative = inhibition, most hits filed as inhibitors; hit rate 4.4% among 360,000; AID 504333; note: % is set by controls: 0 for no effect and ±100 for the full control effect; nearly all actives have a fitted effect of over 60% in size
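BAZ2B 50 nM plus b-H3(5-23)K14Ac 50 nM, PBS pH 7.4/0.01% Tween-20, 30 min RT; compound added (max 110 uM), 30 min RT; streptavidin donor/Ni-chelate acceptor beads 10 ug/mL final, 20 min dark; AlphaScreen read.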
Pol kappa inh – inhibitors of human DNA polymerase kappa; Q9UBT6; purified Pol kappa, fluorescent DNA synthesis assay, 10 min; Potency, µM (series often up to 107 µM), inactives show top-dose activity, negative = inhibition, most hits filed as inhibitors; hit rate 0.53% among 400,000; note: % is set by controls: 0 for no effect and ±100 for the full control effect
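Here, compound and 10 nM enzyme are combined for 15 min at room temperature; adding 50 nM substrate (final) starts DNA synthesis, tracked by fluorescence at 0 and 10 min against buffer-only wells.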
POLB inh – DNA polymerase beta (human) inhibition. hit rate 1.3% among 340,000. Potency, µM (doses to about 114 µM), for the others: top-dose activity change, negative = inhibition, hits mostly inhibitors. P06746. Pol beta primer extension/strand displacement, fluorescence kinetic; note: % is set by controls: 0 for no effect and ±100 for the full control effect
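Kinetic readout of DNA synthesis with strand displacement by Pol beta. Compound and 10 nM enzyme sit 15 min at room temperature; 50 nM substrate starts the reaction, read immediately and at 10 min.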
* = called active by the depositor; ? = inconclusive; . = not tested or not shown; & = joins results of further samples; [ ] = dose if it differs, or a comment. Calls come from the whole dose curve; as a rule, active = well fitted curve in the direction sought with a large enough effect; inconclusive = small, poorly fitted or top-dose-only effect, or another doubt; inactive = no such curve, though single readings can be large; an effect the other way counts as inactive or inconclusive. Potency is the fitted concentration of half-maximal effect. The list is partial. The share of hits here may be higher or lower than overall.

A first look (seven entries):
#1 O=C(CSc1cccc[n+]1[O-])N1CCCCCC1
#2 COc1cc(/C=N/NC(=O)c2c(-c3ccccc3)noc2C)ccc1O
#3 CCOC(=O)NC1CCc2cc(OC)c(OC)c(OC)c2-c2ccc(SC)c(=O)cc21 (configuration not stated)
#4 Nc1cccc(Cl)c1N1CCOCC1
#5 Cc1ccc(-c2nnc(Nc3ccc(Cl)cc3)c3ccccc23)cc1S(=O)(=O)N1CCOCC1
#6 COc1cc(CN(CC2CCCO2)C(=O)c2cccs2)cc(OC)c1OC (configuration not stated)
#7 CCCCC/C=C\C/C=C\C/C=C\C/C=C\CCCC(=O)O[C@@H](CO)COCCCCCCCCCCCCCCCC
Assay by compound	1	2	3	4	5	6	7
JMJD2A Tudor	-7%	-10%	-25%	20µM*	-23%	-8%	.
APEX1 inh	13%	2%	.	-2%	.	4%	-2%&3%
Pol eta inh	-6%	-9%	-10%	6%	-1%	6%	.
BLM inh	-2%	-3%	.	-2%	-6%	-2%	2%
Pol iota inh	131%[activator]	-1%	13%	7%	-14%	-12%	.
G9a inh	-32%	6%[59 µM]	.	12%[0.0925 µM]	-28%[59 µM]	.	9%[59 µM]
BAZ2B inh	-1%	-19%	.	-1%	4%	-5%	.
Pol kappa inh	-19%	-8%	-6%	-7%	-1%	-3%	4%[19.4 µM]
POLB inh	-1%	0%	.	25%	1%	30%	.

This part in full, previewed entries included:
#1 O=C(CSc1cccc[n+]1[O-])N1CCCCCC1
#2 COc1cc(/C=N/NC(=O)c2c(-c3ccccc3)noc2C)ccc1O
#3 CCOC(=O)NC1CCc2cc(OC)c(OC)c(OC)c2-c2ccc(SC)c(=O)cc21 (configuration not stated)
#4 Nc1cccc(Cl)c1N1CCOCC1
#5 Cc1ccc(-c2nnc(Nc3ccc(Cl)cc3)c3ccccc23)cc1S(=O)(=O)N1CCOCC1
#6 COc1cc(CN(CC2CCCO2)C(=O)c2cccs2)cc(OC)c1OC (configuration not stated)
Assay by compound	1	2	3	4	5	6
JMJD2A Tudor	-7%	-10%	-25%	20µM*	-23%	-8%
APEX1 inh	13%	2%	.	-2%	.	4%
Pol eta inh	-6%	-9%	-10%	6%	-1%	6%
BLM inh	-2%	-3%	.	-2%	-6%	-2%
Pol iota inh	131%[activator]	-1%	13%	7%	-14%	-12%
G9a inh	-32%	6%[59 µM]	.	12%[0.0925 µM]	-28%[59 µM]	.
BAZ2B inh	-1%	-19%	.	-1%	4%	-5%
Pol kappa inh	-19%	-8%	-6%	-7%	-1%	-3%
POLB inh	-1%	0%	.	25%	1%	30%

#7 CCCCC/C=C\C/C=C\C/C=C\C/C=C\CCCC(=O)O[C@@H](CO)COCCCCCCCCCCCCCCCC
#8 CN(c1ccc(OCC(=O)NCc2cccnc2)cc1)S(=O)(=O)c1ccc(Cl)cc1
#9 CCOC(=O)c1c(S(=O)(=O)N2CCN(C)CC2)c(C)n(C)c1C
#10 CCC(=O)Nc1ccc(S(=O)(=O)N2CCOCC2)cc1
#11 CCOCCn1c(CN2CCN(c3cccc(Cl)c3)CC2)nc2c1c(=O)n(C)c(=O)n2C
#12 CCOc1ccc2nc(N(Cc3ccccc3)C(=O)CCNC(C)=O)sc2c1
Assay by compound	7	8	9	10	11	12
JMJD2A Tudor	.	-18%	-21%	-6%	-7%	-22%
APEX1 inh	-2%&3%	2%	1%	5%	-9%	-9%
Pol eta inh	.	-10%	-1%	-11%	-9%	?
BLM inh	2%	-3%	1%	-4%	-1%	-4%
Pol iota inh	.	-2%	70%[activator]	9%	-21%	40%[activator]
G9a inh	9%[59 µM]	3%	-2%	16%[59 µM]	?	?
BAZ2B inh	.	-4%	-2%	7%	-30%	-31%
Pol kappa inh	4%[19.4 µM]	-3%	-1%	-6%	-4%	-11%
POLB inh	.	-1%	3%	11%	-8%	-23%

#13 COc1ccc2cc3cc(C(=O)NCCC(C)C)oc3nc2c1
#14 COc1cccc(/C=N/NC(=O)C(=O)Nc2ccccc2OC(F)(F)C(F)F)c1
#15 O=c1c2ccccc2nnn1CSc1nc2ccccc2c(=O)n1Cc1ccco1
#16 Cc1[nH]nc2c1C(c1ccc(-c3ccccc3C#N)o1)C(C#N)=C(N)O2 (configuration not stated)
#17 NC(=O)COC(=O)c1ccc(Cl)c(S(=O)(=O)N2CCN(c3ccc(F)cc3)CC2)c1
#18 O=C(N/N=C\c1ccc(-c2cccc(Cl)c2)o1)C(=O)NC1CCCC1
Assay by compound	13	14	15	16	17	18
JMJD2A Tudor	-8%	-2%	-9%	?	-25%	9%
APEX1 inh	-6%	-2%	16%	0%	-4%	3%
Pol eta inh	-1%	-15%	1%	4%	-12%	-12%
BLM inh	-1%	4%	-6%	-11%	-15%	-3%
Pol iota inh	48%[activator]	72%[activator]	-7%	10%	-13%	-11%
G9a inh	6%	0%	-6%[59 µM]	20µM*	?	-27%
BAZ2B inh	11%	4%	19%	-35%	?	-19%
Pol kappa inh	4%	-4%	-7%	4%	-4%	-2%
POLB inh	13%	-11%	6%	56µM*	-25%	-13%

#19 CCCC1C2C(=O)N(c3ccccc3OC)C(=O)C2ON1c1ccccc1 (configuration not stated)
#20 CCOC(=O)N1CCC(NC(=O)c2ccc3c(c2)sc2nc(-c4cccc(OC)c4)cn23)CC1
#21 CCOc1ccc(NC(=O)CN(C)C(=O)c2cn(-c3ccccc3)nc2-c2cccs2)cc1OCC
#22 COc1ccc(Cl)cc1C(=O)NNC(=O)COC(=O)c1cccs1
#23 O=c1c(-c2ccccc2)c(-c2ccccc2)oc2cc(O)cc(O)c12
#24 CC(=O)NCCC1CCN(C(=O)c2cc(COc3ccc(C)nc3)on2)CC1
Assay by compound	19	20	21	22	23	24
JMJD2A Tudor	-5%	.	-36%	-10%	?	-12%
APEX1 inh	25%	-4%	-13%	13%	-16%	-9%
Pol eta inh	-9%	.	-10%	-5%	-22%	-16%
BLM inh	-1%	-12%	-12%	.	-17%	0%
Pol iota inh	20%	.	16%	10%	117%[activator]	10%
G9a inh	8%[59 µM]	-13%[59 µM]	-4%[0.501 µM]	.	41%[0.501 µM]	.
BAZ2B inh	1%	-1%	?	.	71µM*	1%
Pol kappa inh	6%	.	-11%	-13%	-11%	-16%
POLB inh	23%	-22%	-27%	.	1%	10%

#25 Cc1cc(-c2ccc(S(=O)(=O)NCc3ccc(F)cc3)cc2)on1
#26 CC1CCN(S(=O)(=O)c2ccc(NC(=O)CN3CCCCCC3)cc2)CC1
#27 O=C(CN1CCN(c2nc(-c3ccc(F)cc3)cs2)CC1)NCc1ccc2c(c1)OCO2
#28 CCOc1ccc(S(=O)(=O)N(CC(=O)NC2CCCC2)c2ccc(F)cc2)cc1
#29 COC(=O)C(C)Sc1nc2c(c(=O)n(C)c(=O)n2C)n1Cc1cccc(C)c1 (configuration not stated)
#30 O=C(NCC1CCCO1)c1nc(Cn2ccc([N+](=O)[O-])n2)no1 (configuration not stated)
Assay by compound	25	26	27	28	29	30
JMJD2A Tudor	5%	-18%	?	0%	-5%	-1%
APEX1 inh	37%	-16%	-7%	.	-6%	63%[activator]
Pol eta inh	-21%	-15%	-14%	-6%	-15%	-22%
BLM inh	-1%	-5%	-10%	.	-12%	-1%
Pol iota inh	-11%	8%	-9%[58.9 µM]	-10%	4%	65%[activator]
G9a inh	58%[activator]	?	40µM*	.	20µM*	2%
BAZ2B inh	-3%	3%	?	.	-2%	4%
Pol kappa inh	6%	2%	-14%	-16%	-3%	1%
POLB inh	67%	-2%	-1%	.	27%	36%

#31 Cc1ccccc1-n1cc(C(=O)c2cc(Cl)ccc2O)cc(C#N)c1=O
#32 CC1CC(c2ccccc2)n2nc(N3C(=O)c4ccccc4C3=O)nc2N1 (configuration not stated)
#33 COc1ccc(NC(=O)N2CCC3(CC2)CCN(C(=O)c2cccn2C)CC3)cc1
#34 O=C(CSc1nc2ccccc2o1)N1CCCC1
#35 C[C@H]1[C@H](c2ccccc2)C[C@@H](C(=O)O)C1(C)C
#36 COC(=O)CCCC1=CC2=CC(=O)C(C)(OC(=O)c3cccs3)C(=O)C2=CN1C1CC1 (configuration not stated)
Assay by compound	31	32	33	34	35	36
JMJD2A Tudor	-19%	-9%	.	0%	-5%	-17%
APEX1 inh	-2%	0%	-6%	4%	26%	1%[12.4 µM]
Pol eta inh	-6%	-10%	.	8%	-2%	-12%
BLM inh	-6%	-1%	1%	2%	.	-11%[12.4 µM]
Pol iota inh	3%	-5%	.	9%	-2%	51%[activator]
G9a inh	20%[59 µM]	-43%[59 µM]	-6%[12.7 µM]	?	-21%[2.33 µM]	-5%[59 µM]
BAZ2B inh	-32%	-38%	.	3%	1%	-19%
Pol kappa inh	-9%	-12%	0%[60.1 µM]	-9%	10%	3%
POLB inh	7%	16%	.	6%	.	6%

#37 COc1ccc(-c2nc(N)nc(C(F)(F)F)c2-c2cscn2)c(O)c1
#38 CC[C@]12c3[nH]c4ccc(OC)cc4c3CCN1C(=O)C(CC(=O)NCCC1=CCCCC1)C[C@@H]2C(=O)N1CCN(C(=O)C2CC2)CC1 (some centres not stated)
#39 O=C(Nc1ccc(S(=O)(=O)N2CCOCC2)cc1)c1cccnc1
#40 COc1ccc(CNC(=O)CSc2cc(=O)n(C)c3ccccc23)cc1
#41 COc1ccc(C2C(C(=O)N3CCN(c4ccccc4)CC3)c3ccccc3C(=O)N2C)cc1 (configuration not stated)
Assay by compound	37	38	39	40	41
JMJD2A Tudor	-10%[11.4 µM]	-15%	1%	-12%	-18%
APEX1 inh	3%	-4%	-5%	24%	3%
Pol eta inh	16%	-11%	-12%	-4%	12%
BLM inh	1%	.	-2%	4%	0%
Pol iota inh	-9%	14%	27%	34%[activator]	10%
G9a inh	4%	.	2%	-6%	-6%[59 µM]
BAZ2B inh	-3%	.	-1%	5%	2%
Pol kappa inh	10%	2%	2%	0%	-14%
POLB inh	4%	.	-1%	17%	1%
